influenza NS1A – NS1A inhibition, H1N1 influenza, cell based functional assay (AID 504329) | NS1A functional cell-based assay, percent inhibition; higher % means a stronger effect | one-dose inhibition, % at 12.5 µM; IC50 in µM for titrated hits | 340,000 compounds, 0.3% hits; in the data active means a potency from the dose series; inconclusive means inhibition above about 27% without an active follow-up result; further: strong numbers were not always called active
M. tuberculosis HTS – M. tuberculosis growth inhibition, HTS (AID 449762) | 330,000 compounds, 0.59% hits | one-dose inhibition, % at 25 µM; IC50 in µM for titrated hits | M. tuberculosis H37Rv growth inhibition, 7H9 media; higher % means a stronger effect; in the data active means a potency from the dose series; inconclusive means inhibition above about 70% without an active follow-up result;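 further: bacterial growth assessed after seven days of incubation; strong numbers were not always called active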
Salmonella PhoP GFP – PhoP regulon inhibitors, Salmonella typhi PhoP promoter GFP reporter, confirmatory (AID 1850); Salmonella Typhi PhoP-promoter GFP reporter, fluorescence, 4 h; higher % means a stronger effect; inhibition, % at 50 µM; hits with a dose series show IC50 in µM; 310,000 compounds, 0.33% hits; in the data active means a potency from the dose series; inconclusive means inhibition mostly from about 25% at the one dose, without a potency; inactive means the rest, 99 in 100 with inhibition below about 19%;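 further: 0% = induced wells with vehicle and 100% = uninduced wells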
M. tuberculosis – growth inhibition of non-replicating M. tuberculosis (AID 488890). Mycobacterium tuberculosis non-replicating, growth inhibition; higher % means a stronger effect. 320,000 compounds, 0.39% hits. inhibition, % at 25 µM; hits with a dose series show IC50 in µM; in the data active means a potency from the dose series; inconclusive means inhibition mostly from about 82% at the one dose, without a potency; inactive means the rest, 99 in 100 with inhibition below about 76%;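 further: plate controls were DMSO cells for no effect and high antibiotic wells for full effect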
inhibitors of VEEV – inhibitors of VEEV TC-83 cytopathic effect, confirmation, Vero cells (AID 588727) | Vero cells, VEEV TC-83 cytopathic effect inhibition; higher % means a stronger effect | inhibition, % at 20 µM; hits with a dose series show IC50 in µM | 350,000 compounds, 0.13% hits; in the data active means a potency from the dose series; inconclusive means inhibition mostly from about 14% at the one dose, without a potency; inactive means the rest, 99 in 100 with inhibition below about 12%; further: strong numbers were not always called active
inhibitors of VEEV 10K pilot screen – second read-out of inhibitors of VEEV, no call of its own (marks repeat the call); inhibition, %; measured here: 10K pilot screen inhibition
* hit, by the source's call; i = inactive; ? = inconclusive; / = no result given; & = joins results of further samples.

SMILES	influenza NS1A	M. tuberculosis HTS	Salmonella PhoP GFP	M. tuberculosis	inhibitors of VEEV	others
O=C1c2ccccc2C2(c3ccc(Cl)cc3)NCCN12 (stereo not drawn)	0%	-9%	-4%	4%	i	inhibitors of VEEV 10K pilot screen=0.1
CC[C@H](C)[C@@H](C(=O)N1CCNCC1)n1cc([C@@H](N)CO)nn1	3%	2%	2%	-21%	0.3%	inhibitors of VEEV 10K pilot screen=0.8
O=C(NCCOc1ccccc1-c1ccccc1)c1ccco1	9%	50%	-2%	3%	0.8%	inhibitors of VEEV 10K pilot screen=0.8
C=CCNC(=S)NNC(=O)CC12CC3CC(CC(C3)C1)C2	2%	1%	-4%	?	0.8%
Nc1ccc(C(=O)N/N=C\c2ccc(OC(=O)c3ccccc3Cl)cc2)cc1	-10%	0%	-8%	59%	1.2%
Cc1cc(CN(C)C(=O)CC2C(=O)NCCN2Cc2ccc(F)c(F)c2)on1 (stereo not drawn)	7%	-3%	-2%	-6%	1.6%
O=C(CN1CCC(NC(=O)c2ccc(F)cc2)CC1)NCc1ccccc1F	5%	-6%	-11%	-16%	1.0%
O=C(Cc1ccsc1)N1CCN(S(=O)(=O)c2ccccc2F)CC1	-6%	-4%	/	-21%	i
COc1ccc(CCN(C)C(=O)c2ccc3c(=O)n4c(nc3c2)CCCCC4)cc1OC	-15%	3%	/	-18%	1.9%
CC1CCC(NS(=O)(=O)c2ccc(N3CCCC3=O)cc2)CC1 (stereo not drawn)	1%	2%	8%	-3%	0.5%
O=C(NO)c1ccccc1O	1%	0%	-6%	4%	0.1%
CC(C)(C)C(=O)Nc1ccc(N=Nc2ccccc2)cc1	22%	-2%	9%	10%	1.6%
COC(=O)c1c(NC(=O)CN2CCC3(O)CCCCC3C2c2ccc(F)cc2)sc(C)c1C (stereo not drawn)	-8%	20%	-1%	19%	4.7%
CCn1ccnc1CN(C)Cc1cn[nH]c1-c1ccc(OC)c(F)c1	-5%	-6%	-5%	4%	1.4%
CCn1c(SCC(=O)OCc2ccccc2)nc2c1c(=O)n(C)c(=O)n2C	-16%	-11%	5%	29%	2.1%
CCCCCCCCNS(=O)(=O)CCNCc1ccc(OC)cc1	-10%	/	/	/	i
O/C(=C\c1nc2ccccc2[nH]1)c1cccs1	7%	-3%	16%	9%	1.7%
O=C(c1ccc(S(=O)(=O)N2CCOCC2)cc1)N1CCN=C1SCc1cccnc1	7%	6%	-2%	-1%	1.3%
O=C(O)C1CCN(C(=O)CCc2ccccc2)CC1	-4%	-6%	11%	-8%	i
CCNc1nc(NCC)nc(N/N=C/c2ccc(Br)cc2)n1	2%	6%	-15%	59%	8.4%

Among those listed so far, these contain an aryl methoxy group:
SMILES	influenza NS1A	M. tuberculosis HTS	Salmonella PhoP GFP	M. tuberculosis	inhibitors of VEEV	others
COc1ccc(CCN(C)C(=O)c2ccc3c(=O)n4c(nc3c2)CCCCC4)cc1OC	-15%	3%	/	-18%	1.9%
CCn1ccnc1CN(C)Cc1cn[nH]c1-c1ccc(OC)c(F)c1	-5%	-6%	-5%	4%	1.4%
CCCCCCCCNS(=O)(=O)CCNCc1ccc(OC)cc1	-10%	/	/	/	i

Additional compounds
SMILES	influenza NS1A	M. tuberculosis HTS	Salmonella PhoP GFP	M. tuberculosis	inhibitors of VEEV	others
CCCCN(C)CCCNC(=O)/C=C1\Sc2ccccc2NC1=O	-29%	-9%	7%	-4%	0.4%
Cc1cc(C)c2c(=O)n(CC(=O)Nc3ccc(Br)c(C)c3)sc2n1	-3%	17%	4%	?	2.4%
O=C(NC(=S)Nc1ccc(NC(=O)c2cccs2)cc1)c1ccc([N+](=O)[O-])cc1	-4%	-5%	-26%	15%	0.5%
Cc1ccc(C(=O)N2CCN(c3ccc(NC(=O)c4cccnc4)cc3)CC2)cc1	4%	-6%	-3%	10%	0.1%
Cc1c(O)c(CN2CCCC2)cc2c1oc(=O)c1ccccc12	-1%	61%	1%	?	2.1%
O=C(Nc1ccccc1-c1nnn(CC(=O)N2CCCc3ccccc32)n1)c1cccc(Cl)c1	/	-6%	1%	/	/
COc1ccc([N+](=O)[O-])cc1N(CC(O)CN1CCCC1)S(=O)(=O)c1ccc(C)cc1 (stereo not drawn)	2%	2%	-1%	34%	0.4%
Cn1cc(CCC(=O)NC2CC2)c2ccccc21	0%	5%	-6%	17%	1.8%
CCOc1cccc2c1OC1(CCCCC1)N1N=C(c3cccnc3)CC21 (stereo not drawn)	-6%	5%	12%	28%	12%
CC(=O)Nc1ccc(S(=O)(=O)N2CCC(C(=O)NCCC(=O)NCc3ccncc3)CC2)cc1	5%	0%	-4%	-1%	2.4%
COc1ccc(-c2csc3ncnc(N4CCN(S(=O)(=O)c5cccc(C(F)(F)F)c5)CC4)c23)cc1	-3%	-2%	4%	-16%	1.7%
O=C(CCN1CCN(c2ccccc2F)CC1)Nc1ccccc1Cl	25%	4%	-13%	39%	i
COc1ccccc1OCCSc1nc2ccccc2n1CC(N)=O	-25%	12%	4%	-5%	i
CC(=O)c1ccc(NC(=S)NC(=O)/C=C/c2ccccc2)cc1	-3%	11%	-8%	?	i
O=C(Nc1nccs1)c1cnccn1	9%	-8%	6%	3%	4.3%
O=C(Nc1ccccc1)Nc1nnc(Cc2ccccc2F)s1	-1%	6%	-8%	-3%	2.5%
Cn1c(=O)c(-c2ccccc2)nn2c3ccccc3nc12	-1%	-7%	8%	16%	0.9%
CN(C)CCCN(Cc1ccccc1)C(=S)Nc1cccc(C(F)(F)F)c1	-4%	5%	7%	4%	0.8%
C[C@H]1CN([C@@H](C)CO)C(=O)Cc2cc(NC(=O)C3CC3)ccc2O[C@H]1CN(C)Cc1ccc(Oc2ccccc2)cc1	0%	57%	/	41%	7.2%
O=C(NCc1ccco1)C1CCCN1C(=O)Nc1ccccc1 (stereo not drawn)	-5%	-3%	5%	-6%	i
COc1ccccc1N1C(=O)c2ccccc2NC1C(OC)OC (stereo not drawn)	1%	-21%	0%	-6%	2.9%
O=C(N[C@H]1C/C=C\C[C@H](CC(=O)N(CCO)Cc2ccccc2)C(=O)N[C@@H](c2ccccc2)COC1=O)OCC1c2ccccc2-c2ccccc21	3%	5%	/	64%	0.7%	inhibitors of VEEV 10K pilot screen=1.0
COc1ccc(NC(=O)C2CCCN(c3ncccn3)C2)cc1 (stereo not drawn)	2%	0%	0%	-15%	2.6%
Cc1ccc2c(c1)c1c(n2CC(O)CNC2CCCCC2)CCCC1 (stereo not drawn)	21%	2%	47µM*	i	i
CCOc1ccc(CN(C)C(C)C(=O)NCCc2ccc(F)cc2)cc1 (stereo not drawn)	-4%	9%	-4%	25%	0.0%
COC(=O)[C@H](CC(C)C)NC(=O)N1CCCCC1	-1%	-8%	7%	19%	i
Cc1ccc(C(=O)OCC(=O)N(Cc2ccccc2)C(C)C)cc1C	3%	3%	/	29%	i
CCOc1ccc(S(=O)(=O)N2CCN(c3ccccn3)CC2)cc1	0%	2%	-1%	5%	0.5%
COc1cc2c(=O)n(Cc3ccccc3)c(=O)n(CC(=O)NCCc3ccccc3)c2cc1OC	-2%	1%	1%	-14%	0.1%
Cc1ccc(S(=O)(=O)Nc2ccc(OCC(=O)N3CCOCC3)cc2)c(C)c1NS(C)(=O)=O	7%	-5%	-10%	-11%	i
Cc1ccc(C)c(N2CCN(C(=O)Cc3c(C(=O)O)[nH]c4ccc(Cl)cc34)CC2)c1	-12%	1%	-7%	17%	0.7%
CCOC(=O)C1CCN(c2c(NCCCN(CC)c3ccccc3)c(=O)c2=O)CC1	-8%	-4%	-2%&-3%	8%	1.8%
COC(=O)C(CC(=O)c1ccc(C)cc1)n1nc(C)cc1C (stereo not drawn)	-30%	-7%	0%	29%	0.7%
O=C(Nc1ccc(N2CCOCC2)cc1)C1CC(=O)N(c2ccccc2)C1 (stereo not drawn)	1%	-4%	1%	-6%	0.3%
COc1ccc(CCNC(=O)CN2C(=O)c3cccc4cccc(c34)C2=O)cc1OC	-2%	-5%	-10%	2%	0.5%
CC(=O)C[C@H]1c2cc(F)ccc2S(=O)(=O)N1c1ccc(N(C)C)cc1	-5%	-6%	-3%	20%	i
CCOC(=O)CSc1nnc([C@@H](NC(=O)OC(C)(C)C)C(C)C)o1	-3%	16%	-8%	?	1.0%
COc1cc2c(cc1OC)CN(Cc1ccccc1)CC2	2%	-1%	-6%	24%	i
COc1cc(/C=N/NC(=O)C2CCN(CC(O)COCc3ccccc3)CC2)ccc1O (stereo not drawn)	-1%	1%	-7%	-9%	0.9%	inhibitors of VEEV 10K pilot screen=0.6
Cc1ccc(OCC(O)CNC(=O)c2ccccc2C(=O)O)cc1 (stereo not drawn)	5%	-3%	5%	-2%	i
O=[N+]([O-])c1ccc(NN=C2CCCCC2)c([N+](=O)[O-])c1	7%	/	/	/	6.6%
O=C(NCc1ccco1)c1cc(-c2ccccc2)nc2ccccc12	-5%	7%	-1%	12%	11%
N#Cc1c(NC(=O)/C=C/C(=O)O)sc2c1CCN(Cc1ccccc1)C2	22%	1%	-34%	-3%	1.8%
Cc1ccccc1NC(=O)c1cnn(-c2ccccc2)c1NC(=O)c1ccco1	-17%	-3%	-6%	-12%	i
Cc1ccccc1CC(=O)NCCN1CCCCC1	-4%	2%	-5%	-6%	i
Cc1ccc(Nc2ncnc3sccc23)c(C)c1	7%	7%	13%	5%	2.5%
O=C(N/N=C/c1cc(Br)cc(Br)c1O)c1ccncc1	/	?	44µM*	/	/
CCCCC1(CCCC)NC(=S)N(Nc2ccc(C)cc2)C1=O	-7%	-13%	-6%	20%	i
Cc1cc(C)nc(SCC(=O)Nc2ncc3c(n2)CCCC3=O)n1	-6%	-14%	-2%	-24%	2.1%
FC(F)(F)c1ccc(Cl)c(NC(=S)NC2CC2)c1	-3%	11%	9%	71%	0.1%
CC(=O)O[C@H]1CC[C@@]2(C)C(CCC3C2CC[C@]2(C)OC(=O)CCC32)C1 (stereo partly drawn)	-3%	1%	2%	-1%	1.2%
CC(=O)N1CCc2cc([N+](=O)[O-])ccc21	3%	/	/	/	4.0%
C=CCOc1ccc(/C(CC)=N/O)c(OC)c1	-3%	-25%	-4%	8%	2.2%
COCCNC(=O)/C(C#N)=C/c1cc(C)n(C2CCCCC2)c1C	0%	1%	14%	-5%	5.7%
COc1ccc(CNC(=O)C/C(C)=N/NC(=O)Cc2ccc(OC)c(OC)c2)cc1	3%	4%	-7%	6%	0.8%
Cc1cccc(C)c1Nc1nnc(SCc2nc3ccccc3c(=O)[nH]2)s1	-3%	0%	-2%	15%	8.3%
O=C(Nc1ccccc1C(=O)O)c1cncc(Br)c1	-1%	-13%	13%	63%	0.9%

4 successive entries out of the list so far, quoted:
SMILES	influenza NS1A	M. tuberculosis HTS	Salmonella PhoP GFP	M. tuberculosis	inhibitors of VEEV	others
O=[N+]([O-])c1ccc(NN=C2CCCCC2)c([N+](=O)[O-])c1	7%	/	/	/	6.6%
O=C(NCc1ccco1)c1cc(-c2ccccc2)nc2ccccc12	-5%	7%	-1%	12%	11%
N#Cc1c(NC(=O)/C=C/C(=O)O)sc2c1CCN(Cc1ccccc1)C2	22%	1%	-34%	-3%	1.8%
Cc1ccccc1NC(=O)c1cnn(-c2ccccc2)c1NC(=O)c1ccco1	-17%	-3%	-6%	-12%	i
